SENP6 block – SENP6 protease inhibitors, primary screen, biochemical, luminescence, uHTS; inhibition, % at 10 µM; actives 1.8% (n = 330,000); Sentrin-specific protease 6 (Homo sapiens), Q9GZR1; Recombinant SENP6 catalytic domain, aminoluciferin luminescence;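 active = inhibition above about 50% at the single tested dose, limit read from the data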;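 note: plate controls were DMSO wells with enzyme for no effect and DMSO wells lacking enzyme for full effect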
SENP7 block – SENP7 protease inhibitors, primary screen, biochemical, luminescence, uHTS; Sentrin-specific protease 7 (Homo sapiens), Q9BQF6; recombinant SENP7, Z-RLRGG-aminoluciferin luminescence, 40 min; inhibition, % at 5 µM; actives 1.5% (n = 330,000); AID 434973, 2010;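 active = inhibition above about 50% at the single test dose, limit read from the data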;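 note: plate controls were DMSO with enzyme for no effect and no enzyme buffer wells for full effect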
Target sequence (Q9BQF6 706-1050 limits assumed): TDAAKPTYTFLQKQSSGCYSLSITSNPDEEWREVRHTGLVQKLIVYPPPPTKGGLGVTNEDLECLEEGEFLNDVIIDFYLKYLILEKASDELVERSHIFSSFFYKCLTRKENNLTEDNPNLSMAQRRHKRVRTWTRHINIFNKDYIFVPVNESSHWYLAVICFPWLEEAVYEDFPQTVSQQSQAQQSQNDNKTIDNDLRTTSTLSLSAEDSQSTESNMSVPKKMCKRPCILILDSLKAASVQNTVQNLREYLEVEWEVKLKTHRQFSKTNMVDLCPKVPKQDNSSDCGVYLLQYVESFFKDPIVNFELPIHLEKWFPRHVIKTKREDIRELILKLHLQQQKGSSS
SENP1 FRET inh – human SENP1 catalytic domain inhibitors, primary screen, biochemical, FRET, uHTS. Sentrin-specific protease 1 (Homo sapiens), Q9P0U3. recombinant SENP1 catalytic domain, CyPet-SUMO1-YPet FRET cleavage. inhibition, % at 10 µM. actives 0.21% (n = 360,000). AID 624204, 2012;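 active = inhibition at least 30% at 10 µM, raw YFP signal under a set limit, fluorescence ratio 0.5 to 1.5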;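 note: 0% = enzyme with DMSO and 100% = no enzyme wells; some results filed as inactive read as strong as hits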
Target sequence (Q9P0U3 419-644 limits assumed): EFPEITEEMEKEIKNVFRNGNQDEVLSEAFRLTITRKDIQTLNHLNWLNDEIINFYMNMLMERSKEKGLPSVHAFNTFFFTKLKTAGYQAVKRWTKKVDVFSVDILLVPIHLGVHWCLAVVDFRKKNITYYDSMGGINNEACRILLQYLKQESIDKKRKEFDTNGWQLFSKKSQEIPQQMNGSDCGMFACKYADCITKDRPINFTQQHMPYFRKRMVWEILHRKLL
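system = hSENP1 catalytic domain, recombinant | reagent = SFCypet-SUMO1-SFYpet substrate at 25 nM | doses = one dose per compound, 10 µM, 0.5% DMSO | incubation = enzyme reaction for 50 min at room temperature, dark | measured by = FRET, CFP and YFP emission | controls = no-enzyme low, enzyme-DMSO high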
UBC13 inh – UBC13 polyubiquitin chain formation inhibitors, primary screen, biochemical, TR-FRET, uHTS; inhibition, % at 20 µM; actives 0.47% (n = 330,000); AID 485273, 2010; in the data active = inhibition above about 45%, passing the limit was not always enough
SENP8 block-1 – human SENP8 protease inhibitors, primary screen, biochemical, fluorescence, Nedd8 protein substrate, uHTS; Sentrin-specific protease 8 (Homo sapiens), Q96LD8; recombinant SENP8; inhibition, % at 20 µM; actives 0.64% (n = 360,000); AID 602440, 2012; in the data active = inhibition mostly above about 40%, no sharp cut-off; inactive = mostly below about 27%
Apaf-1 inh – inhibitors of human Apaf-1 apoptosome, primary screen, biochemical, DEVD-Rh110 fluorescence, uHTS; reconstituted apoptosome caspase-3 activity; inhibition, % at 20 µM; actives 0.71% (n = 330,000); active = inhibition of at least 40% at 20 µM;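 note: plate controls were DMSO wells for no effect and DEVD-CHO caspase inhibitor wells for full effect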
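Assay system: Apoptosome proteins | Medium: pH 7.5 Hepes buffer with CHAPS, BSA, DTT | Also added: Cytochrome c and DEVD-Rh110 substrate | Times: 30 min plus 50 min, RT | Detection: Rhodamine 110 fluorescence at Ex 480/Em 540 nm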
SENP8 block-2 – SENP8 protease inhibitors, primary screen, biochemical, luminescence | Sentrin-specific protease 8 (Homo sapiens), Q96LD8 | purified SENP8, Z-RLRGG-aminoluciferin cleavage | inhibition, % at 10 µM | actives 1.2% (n = 330,000) | AID 2540, 2010; in the data active = inhibition above about 50%
A3G deaminase – APOBEC3G DNA deaminase inhibitors, primary screen, biochemical, fluorescence, single-stranded DNA substrate, uHTS. DNA dC->dU-editing enzyme APOBEC-3G (Homo sapiens), Q9HC16. inhibition, % at 20 µM. actives 0.28% (n = 330,000). recombinant A3G, ssDNA deamination FAM/TAMRA fluorescence;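 active = inhibition of at least 40% at 20 µM, with no more than 30% in the related APOBEC3A deaminase screen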;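 note: plate controls were DMSO wells with A3G for no effect and wells lacking A3G enzyme for full effect; some compounds called inactive have numbers as strong as hits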
Target sequence (Q9HC16 whole entry, looked up): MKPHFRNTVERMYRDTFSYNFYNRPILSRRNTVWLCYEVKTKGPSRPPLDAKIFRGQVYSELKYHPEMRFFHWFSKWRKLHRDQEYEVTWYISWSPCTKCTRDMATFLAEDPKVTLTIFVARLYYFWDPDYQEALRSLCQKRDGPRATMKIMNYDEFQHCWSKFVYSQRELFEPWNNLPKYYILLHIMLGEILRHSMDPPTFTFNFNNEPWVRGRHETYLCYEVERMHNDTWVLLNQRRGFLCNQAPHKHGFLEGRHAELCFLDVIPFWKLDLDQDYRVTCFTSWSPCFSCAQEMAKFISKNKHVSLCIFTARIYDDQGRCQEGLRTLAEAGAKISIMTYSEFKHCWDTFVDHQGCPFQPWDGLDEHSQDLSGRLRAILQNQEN
* = called active by the depositor. Only part of the results is shown (hit frequency here may not be typical).

Short forms – A = SENP6 block; B = SENP7 block; C = SENP1 FRET inh; D = UBC13 inh; E = SENP8 block-1; F = Apaf-1 inh; G = SENP8 block-2; H = A3G deaminase
molecule: COc1ccc(N=C2SCCCN2C)cc1
  A: 7 | B: 18 | C: 2 | D: -2 | E: 5 | F: -2 | G: 10 | H: 24
molecule: Cc1ccc(-n2c(O)c(C=NC3CCCC3)c(=O)[nH]c2=O)c(C)c1
  A: 11 | B: -3 | C: 1 | D: 3 | E: 12 | F: 1 | G: -9 | H: -1
molecule: CCOC(=O)C1=C(C)OC(N)=C(C#N)C12C(=O)N(C)c1ccccc12 (centres undefined)
  A: 5 | B: 3 | C: 1 | D: 8 | E: 22 | F: -3 | G: 3 | H: -1
molecule: COC(=O)C1=C(c2ccc3ccccc3c2)C[C@@H]2CC[C@H]1N2C
  A: -10 | B: -5 | C: 2 | D: -7 | E: 9 | F: 17 | G: -10 | H: 0
molecule: COC(=O)C1=C(c2ccc(Cl)c(C(F)(F)F)c2)C[C@@H]2CC[C@H]1N2C(=O)NCCO
  A: 5 | B: 10 | C: 2 | D: -1 | E: 6 | F: 0 | G: 5 | H: -11
molecule: CCc1ccccc1N1C(=O)/C(=C/c2ccc(N3CCN(C)CC3)o2)C(=O)NC1=S
  A: -14 | B: -2 | C: 43* | D: -381 | E: 6 | F: 15 | G: -6 | H: 18
molecule: O=C(Cc1ccccc1)N1CCN(CCCc2ccccc2)CC1
  A: 15 | B: -1 | C: 2 | D: -1 | E: 9 | F: 7 | G: 19 | H: -4
molecule: Cc1ccc(NC(=O)CCNC(=O)N2C[C@H]3C[C@@H](C2)c2cccc(=O)n2C3)c(C)c1
  A: -11 | B: 2 | C: 3 | D: -2 | E: 7 | F: 1 | G: -13 | H: -10
molecule: C/C=C(\C)C(=O)N[C@@H](c1ccccc1)[C@@H](O)C(=O)O[C@H]1C[C@@]2(O)[C@@H](OC(=O)c3ccccc3)C3[C@](C)(C(=O)[C@H](OC(C)=O)C(=C1C)C2(C)C)[C@H](O)C[C@H]1OC[C@@]31OC(C)=O (some centres undefined)
  A: -13 | B: -12 | C: 3 | D: -7 | E: -5 | F: 17 | G: -11 | H: -8
molecule: CCCC[N+]12CCC(CC1)C(C(O)(c1ccccc1)c1ccccc1)C2 (centres undefined)
  A: -10 | B: -4 | C: 0 | D: 9 | E: 13 | F: -16 | G: 2 | H: 14
molecule: c1cc2c(cc1CCNC1C3CC4CC(C3)CC1C4)OCO2 (centres undefined)
  A: -2 | B: -13 | C: -1 | D: 1 | E: 13 | F: -2 | G: -5 | H: -5
molecule: COc1cccc(-c2nc(CS(=O)CC(=O)N3CCC4(CC3)OCCO4)c(C)o2)c1 (centres undefined)
  A: 3 | B: 7 | C: 0 | D: -14 | E: 9 | F: 10 | G: -5 | H: -2
molecule: O=c1c2ccccc2nc(-c2ccccc2Cl)n1-c1cccc(O)c1
  A: -10 | B: -4 | C: -1 | D: 6 | E: 10 | F: 3 | G: -6 | H: -5
molecule: COc1cc2c(cc1O)C[C@H]1c3c(cc(O)c(OC)c3-2)CCN1C
  A: 2 | B: 10 | C: -2 | D: 1 | E: -220 | F: -12 | G: 6 | H: -3
molecule: CC(O)(CS(=O)(=O)c1cccc(C(F)(F)F)c1)C(=O)Nc1cccc(C(F)(F)F)c1 (centres undefined)
  A: 9 | B: -2 | C: -1 | D: -5 | E: 8 | F: 1 | G: 3 | H: -9
molecule: Cc1nc2c(-c3ccc(F)cc3)c(C)nn2c(C)c1CCC(=O)N1CCC2(CC1)OCCO2
  A: -6 | B: -3 | C: 1 | D: -6 | E: 4 | F: 10 | G: -8 | H: -10
molecule: N#Cc1cc(F)c(N2CCNCC2)cc1Cl
  A: -8 | B: 0 | C: 1 | D: 2 | E: 4 | F: -9 | G: 0 | H: -5
molecule: COC(=O)c1ccc(NC(=O)CSc2nc3ccc(N4C(=O)C5C6C=CC(C6)C5C4=O)cc3s2)cc1 (centres undefined)
  A: -2 | B: 5 | C: 2 | D: -4 | E: 11 | F: -2 | G: -6 | H: -9
molecule: O=C(CCc1ccccc1)N1C[C@H]2C[C@@H](C1)c1cccc(=O)n1C2
  A: -16 | B: -13 | C: 1 | D: -2 | E: 61* | F: 2 | G: -17 | H: -8
molecule: C=C1C(=O)[C@@]23C[C@H]4[C@@H]5[C@@]6(C)CCC[C@@]57[C@@H]2[C@@H](O)[C@@H]1C[C@H]3[C@H]7N4C6
  A: 2 | B: -3 | C: 4 | D: -6 | E: 0 | F: -4 | G: -6 | H: -5
molecule: O=P1(NCc2ccco2)COc2ccccc2OC1
  A: -8 | B: -5 | C: 2 | D: 6 | E: -2 | F: -5 | G: -4 | H: -5
molecule: COc1ccc(NC(=O)CN2CC=C(c3ccccc3)CC2)cc1S(=O)(=O)N1CCOCC1
  A: 12 | B: -7 | C: -17 | D: 7 | E: -43 | F: 5 | G: 1 | H: 2
molecule: CC1CC(OC(=O)c2ccccc2)CC(C)N1C (centres undefined)
  A: -7 | B: -5 | C: 0 | D: 6 | E: 12 | F: -7 | G: -9 | H: -8
molecule: CCOC(=O)N(C)c1ccc(C(O)(C(=O)OC)C(F)(F)F)cc1 (centres undefined)
  A: 17 | B: -2 | C: 0 | D: -3 | E: 16 | F: -4 | G: -2 | H: 2
molecule: CN1CCC(O)(c2ccccc2)C(C(=O)c2ccccc2)C1 (centres undefined)
  A: -17 | B: 0 | C: 1 | D: 3 | E: 22 | F: -1 | G: -3 | H: -2

Two consecutive records from above:
Short forms – A = SENP6 block; B = SENP7 block; C = SENP1 FRET inh; D = UBC13 inh; E = SENP8 block-1; F = Apaf-1 inh; G = SENP8 block-2; H = A3G deaminase
molecule: c1cc2c(cc1CCNC1C3CC4CC(C3)CC1C4)OCO2 (centres undefined)
  A: -2 | B: -13 | C: -1 | D: 1 | E: 13 | F: -2 | G: -5 | H: -5
molecule: COc1cccc(-c2nc(CS(=O)CC(=O)N3CCC4(CC3)OCCO4)c(C)o2)c1 (centres undefined)
  A: 3 | B: 7 | C: 0 | D: -14 | E: 9 | F: 10 | G: -5 | H: -2

Complete entries, quoted from the list. Values in the order: SENP6 block	SENP7 block	SENP1 FRET inh	UBC13 inh	SENP8 block-1	Apaf-1 inh	SENP8 block-2	A3G deaminase
CCOC(=O)C1=C(C)OC(N)=C(C#N)C12C(=O)N(C)c1ccccc12 (centres undefined) is listed as 5	3	1	8	22	-3	3	-1
CCc1ccccc1N1C(=O)/C(=C/c2ccc(N3CCN(C)CC3)o2)C(=O)NC1=S is listed as -14	-2	43*	-381	6	15	-6	18
N#Cc1cc(F)c(N2CCNCC2)cc1Cl is listed as -8	0	1	2	4	-9	0	-5

Later entries:
mol,SENP6 block,SENP7 block,SENP1 FRET inh,UBC13 inh,SENP8 block-1,Apaf-1 inh,SENP8 block-2,A3G deaminase
N#Cc1c(/N=C/c2ccc(O)cc2O)sc2c1C1CCN2CC1,0,-4,-83,-36,-19,-2,-12,-22
CCCCc1cc(=O)oc2cc(OCC(=O)N3C[C@H]4C[C@@H](C3)c3cccc(=O)n3C4)c(Cl)cc12,-11,-1,0,4,-25,2,-4,-8
CN(C)S(=O)(=O)c1cc(NC(=O)COC(=O)Cc2ccccc2)ccc1Cl,1,0,4,-2,25,8,-3,-2
O=c1[nH]c(=O)n(Cc2ccccc2)c(O)c1/C=N/NCCO,-9,3,-47,-2,-40,4,-1,19
Cc1ccsc1C(=O)C1CCCN(Cc2ccn[nH]2)C1 (centres undefined),12,-2,-1,0,7,-25,2,-9
Cc1ccc(-n2c(O)c(C=NCCN3CCOCC3)c(=O)[nH]c2=O)cc1,-8,-2,-1,3,22,1,-2,-5
CN(C)CC1CSCCC1(O)c1cccc(Cl)c1 (centres undefined),-25,0,3,9,15,-5,-3,-4
COc1ccc(C(=O)C(C)(C)NO)cc1,-4,0,-1,-5,6,15,-1,-3
CCN(CC)P(=O)(c1n(CC)cc[n+]1CC)N(CC)CC,7,0,1,4,7,-6,1,28
C=CCn1c(O)c(/C=N/N2CCCCC2c2cccnc2)c(=O)[nH]c1=S (centres undefined),-6,6,0,12,20,2,-3,-9
O=C1NC(=O)C(C(CC(=O)c2ccccc2)c2ccccc2)C(=O)N1 (centres undefined),-17,-3,1,-26,10,-3,-19,7
CCOc1ccc(Cc2c(O)[nH]c(=O)[nH]c2=O)cc1,-4,-4,-1,-18,36,13,-4,-6
COC(=O)c1c(C)n(Cc2ccccc2)c2ccc(O)cc12,21,4,-85,13,-14,19,2,2
CN(C)CCN=Cc1c(O)n(CCC2=CCCCC2)c(=O)[nH]c1=O,-14,-4,2,-4,15,-7,-9,-6
COC(=O)C1C2CC[C@@H](CC1OC(=O)c1ccccc1)N2 (some centres undefined),10,-5,1,0,12,6,-20,-5
O=S1(=O)N(Cc2ccc(F)cc2)CCCN1Cc1ccccc1Cl,7,-7,2,3,12,18,-12,-8
O=C1NC(=O)N(Cc2ccco2)C(=O)/C1=C\c1cccn1CCOc1ccc(Cl)cc1,-9,0,-6,-28,21,13,-8,13
C[C@]12CC(=O)CC1CCC1C2CC[C@@]2(C)C1CC[C@@H]2O (some centres undefined),-12,-16,1,-8,9,12,-11,-3
CN1CCc2cc(O)cc3c2[C@H]1Cc1ccc(O)c(O)c1-3,1,-4,-8,27,-76,38,-12,18
CC(=O)O[C@H]1C[C@@H]2CC[C@@H]3[C@H](CC[C@]4(C)C(=O)CC[C@@H]34)[C@@]2(C)C[C@@H]1OC(C)=O,-9,-7,2,-8,4,19,-20,3
C=CCN1C(=O)C2(C(C(=O)OCC)=C(N)Oc3c2c(=O)oc2ccccc32)c2ccccc21 (centres undefined),2,-4,-1,-4,4,10,-9,-2
O=[N+]([O-])c1cccc(O)c1,10,0,1,6,1,-3,6,-2
Cn1c(C(=O)N2CCC(C(=O)N3CCC4(CC3)OCCO4)CC2)cc2sccc21,-15,9,0,-6,0,-24,-1,-1
Cc1ccc(-c2nc(N(C)C3CCN(C)CC3)c3ccccc3n2)cc1,-5,3,-1,15,-34,1,-8,-7
C[C@@]1([C@@H](NP(=O)(c2ccccc2)c2ccccc2)c2ccccc2)C[C@H]1CCO,3,-5,2,0,2,2,6,2
N[C@@H](Cc1c[nH]c2ccccc12)c1nnc(SCc2ccccc2F)o1,-13,3,-2,17,6,10,0,-3
COC(=O)C1=C(c2c(C)noc2C)C[C@@H]2CC[C@H]1N2C(=O)NCc1ccc(F)cc1,7,8,1,3,12,-2,6,-5
CC(C(=O)Nc1ccc(Br)cc1C(=O)c1ccccc1)N1CCOCC1 (centres undefined),0,6,1,-11,17,10,-5,-1
COc1cc(CN2CC=C(c3ccc(F)cc3)CC2)cc(OC)c1,-11,-10,1,-3,15,15,-11,-5
Cc1cccc(CN2CCN(Cc3ccc(Cl)cc3)CC2)c1,-11,10,1,2,16,5,-8,-2
COC(=O)C1=C(c2ccc(OC)c(OC)c2)C[C@@H]2CC[C@H]1N2C(=O)NCCOc1ccccc1,2,6,1,11,23,-3,-1,-3

Some of these compounds in order of length of the SMILES, high to low.
mol,SENP6 block,SENP7 block,SENP1 FRET inh,UBC13 inh,SENP8 block-1,Apaf-1 inh,SENP8 block-2,A3G deaminase
COC(=O)C1=C(c2c(C)noc2C)C[C@@H]2CC[C@H]1N2C(=O)NCc1ccc(F)cc1,7,8,1,3,12,-2,6,-5
N[C@@H](Cc1c[nH]c2ccccc12)c1nnc(SCc2ccccc2F)o1,-13,3,-2,17,6,10,0,-3
CC(C(=O)Nc1ccc(Br)cc1C(=O)c1ccccc1)N1CCOCC1 (centres undefined),0,6,1,-11,17,10,-5,-1

Source: PubChem
